TLR4 MyD88 comp – TLR4-MyD88 interaction inhibition in cells; O00206+Q99836; HeLa CL3-4 TLR4/MyD88 BLA complementation, FRET ratio; inhibition, % at 8.4 µM; 0.18% of 200,000 active; AID 861; in the data active means inhibition above about 25%;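 further: 0% = vehicle and 100% = reference inhibitor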
Target sequence (O00206 whole entry, looked up): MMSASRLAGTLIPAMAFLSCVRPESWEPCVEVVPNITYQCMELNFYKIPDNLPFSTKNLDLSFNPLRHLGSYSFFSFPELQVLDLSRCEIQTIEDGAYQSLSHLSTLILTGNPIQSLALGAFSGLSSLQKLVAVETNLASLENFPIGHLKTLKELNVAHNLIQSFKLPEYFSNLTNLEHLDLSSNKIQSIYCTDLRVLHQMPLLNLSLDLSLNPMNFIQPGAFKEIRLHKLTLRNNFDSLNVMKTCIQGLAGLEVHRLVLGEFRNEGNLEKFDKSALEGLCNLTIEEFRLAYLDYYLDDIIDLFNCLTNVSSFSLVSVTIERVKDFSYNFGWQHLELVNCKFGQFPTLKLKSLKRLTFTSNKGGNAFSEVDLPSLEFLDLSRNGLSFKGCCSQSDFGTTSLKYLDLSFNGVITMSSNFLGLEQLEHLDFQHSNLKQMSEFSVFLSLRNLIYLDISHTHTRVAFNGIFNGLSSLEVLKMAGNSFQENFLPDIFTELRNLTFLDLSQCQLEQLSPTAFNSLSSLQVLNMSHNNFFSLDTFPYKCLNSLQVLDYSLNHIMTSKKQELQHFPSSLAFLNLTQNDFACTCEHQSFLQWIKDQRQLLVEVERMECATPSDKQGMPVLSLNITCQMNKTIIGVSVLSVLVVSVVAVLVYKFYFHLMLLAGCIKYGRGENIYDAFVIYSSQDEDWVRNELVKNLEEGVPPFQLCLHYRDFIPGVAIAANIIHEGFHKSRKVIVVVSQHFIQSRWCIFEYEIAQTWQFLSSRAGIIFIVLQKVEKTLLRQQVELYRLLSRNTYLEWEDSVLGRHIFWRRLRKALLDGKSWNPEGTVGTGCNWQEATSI
Target sequence (Q99836 whole entry, looked up): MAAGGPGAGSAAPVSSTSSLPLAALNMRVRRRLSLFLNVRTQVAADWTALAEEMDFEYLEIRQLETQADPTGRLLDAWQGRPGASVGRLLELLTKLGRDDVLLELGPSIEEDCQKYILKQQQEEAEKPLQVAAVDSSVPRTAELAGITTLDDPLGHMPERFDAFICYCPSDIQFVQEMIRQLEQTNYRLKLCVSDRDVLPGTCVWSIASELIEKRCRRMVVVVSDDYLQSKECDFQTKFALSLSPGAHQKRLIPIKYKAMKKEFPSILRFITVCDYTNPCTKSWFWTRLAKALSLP
APP 5UTR inh – APP translation inhibition; inhibition, % at 2 µM; 0.82% of 190,000 active; SH-SY5Y APP 5'UTR-luciferase reporter, luminescence;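 active means inhibition above a set limit, derived from the sample mean plus 3 SD, cut at about 45% in these data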; further: values of inactives mirror those of a sister screen read the other way
Diaphorase inh – counter-screen for diaphorase-based assays: diaphorase inhibitors and chemical oxidizers; 0.69% of 190,000 active; inhibition, % at 20 µM; diaphorase resazurin-to-resorufin fluorescence, NADH, 16 min; bacterial (C. kluyveri) enzyme, not human;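 active means primary screen inhibition at 20 µM above a set limit, cut at about 50% in these data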;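 further: plate controls were DMSO with full reaction for no effect and wells lacking NADH for full effect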
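Assay system: diaphorase enzyme from Clostridium kluyveri. Quantity: enzyme working solution with 0.14 U/mL diaphorase. Schedule: reaction incubation of 16 min at room temperature. Technique: resorufin fluorescence, excitation 544 nm, emission 590 nm. Controls: No-NADH positive control and DMSO neutral control.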
NF-kB expr up – NF-kB expression increase, human neuronal cells | NF-kB reporter expression; hits give high values | fold change at 12.5 µM | 1.6% of 190,000 active | AID 1239; in the data active means fold change above about 3.3
G6PDH counter – inhibits Leuconostoc G6PDH, flagging false hits in G6PDH-based assays | 0.12% of 200,000 active | Purified L. mesenteroides G6PDH, diaphorase/resazurin coupled fluorescence, 45 min | inhibition, % at 5 µM; in the data active means inhibition above about 50%
FLuc inh counter – inhibits firefly luciferase, flagging false hits in luciferase inhibition screens; ATPLite firefly luciferase biochemical luminescence, 10 min; AID 1006; inhibition, % at 10 µM; P08659; 1.5% of 200,000 active;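 active means inhibition above about 50% when tested at 10 µM, limit read from the data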
Diaphorase act – activates diaphorase or chemically reduces, flagging diaphorase assay artifacts; Diaphorase/resazurin coupled assay, resorufin fluorescence, 16 min; hits give high values; 1 = vehicle wells, 0 = NADH-free wells; activation factor at 20 µM; 0.005% of 190,000 active; AID 1229;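 active means diaphorase activity raised at least twofold by the compound at 20 µM; inactive means activation factor below 2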
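test system = bacterial diaphorase enzyme (C. kluyveri) | quantity = enzyme 0.07 U/mL final | reagent = NADH substrate 0.114 mM plus resazurin dye 0.1 mM, final | incubation = 16 min enzyme reaction, ambient temperature | buffer or medium = HEPES pH 7.4 buffer with MgCl2 and Tween 20 | signal = fluorescence of resorufin, 544 nm excitation, 590 nm emission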
APP 5'UTR act – activates APP 5'UTR luciferase reporter; activation, % at 2 µM; 1% of 190,000 active; SH-SY5Y APP 5'UTR luciferase reporter, luminescence; zero percent = DMSO vehicle wells;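 active means activation above a set limit, based on mean plus 3 SD of controls, cut at about 140% in these data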; further: values of inactives mirror those of a sister screen read the other way
FLuc act counter – affects firefly luciferase, flagging false hits in luciferase stimulation screens. P08659. ATPlite luciferase biochemical, luminescence, 10 min; 0 = ATP-free wells, 1 = DMSO control. activation factor at 10 µM. 200,000 tested, under 10 active. AID 1027;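 active means luciferase activation factor, scaled between plate controls, of at least 2 with compound at 10 µM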
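Assay system – cell-free luciferase reagent · Medium – PBS-based ATP solution · Dosing – test compounds dosed from 2 mM stocks in 100% DMSO · Timing – 10 min, room temperature · Technique – light output (luminescence) · Measure – luminescence gain marking luciferase activators · Controls – No-ATP low control, compound-free enzyme-plus-ATP high control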
STAT1 activator – activators of IFN-gamma induced STAT1 signaling; NIH 3T3 STAT1-luciferase reporter, luminescence; 100% = IFN-gamma alone, no compound; activation (% of control), % at 5.5 µM; 2.6% of 200,000 active; AID 932;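 active means activation above the screen-wide mean activation plus 3 SD, cut at about 130% in these data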;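 further: raw ratio to IFN-gamma control signal so 100% means no change and 0% no light; values of inactives mirror those of a sister screen read the other way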
* marks the source's active call; other numbers are inactive results; · = not tested or not shown. Random draw from the library (roughly 5.6% active in at least one column).

SMILES | TLR4 MyD88 comp | APP 5UTR inh | Diaphorase inh | NF-kB expr up | G6PDH counter | FLuc inh counter | Diaphorase act | APP 5'UTR act | FLuc act counter | STAT1 activator
COC(=O)C(NC(C)=O)(Nc1ccc(Br)cc1)C(=O)OC | -6 | -1 | 4 | 0.99 | 7 | -4 | 1 | 1 | 1 | 96
CC(C)NC(=O)CSc1c2c(nc3ccccc13)CCCC2 | -8 | 20 | 2 | 0.95 | 1 | -3 | 1 | -20 | 1 | 91
O=C(c1ccccc1)N1CCC(O)(c2cccnc2)CC1 | 5 | · | 15 | 0.97 | 10 | 0 | 0.9 | · | 1 | 103
CCNC(=S)NNc1nc(N2CCCCC2)nc(N2CCOCC2)n1 | 5 | -1 | 10 | 1 | 1 | -3 | 0.9 | 1 | 1 | 97
CCOC(=O)C(NC(=O)c1ccc(Cl)cc1Cl)(Nc1ccc(C)cc1)C(F)(F)F (centres undefined) | 5 | -20 | -11 | 1.1 | -3 | 5 | 1.1 | 20 | 1 | 85
N#C/C(=C\c1ccc(N2CCCC2)c([N+](=O)[O-])c1)c1nc2ccccc2[nH]1 | 2 | -28 | 14 | 0.55 | 5 | 20 | 0.9 | 28 | 0.8 | 92
COc1ccc(OC(=O)c2cc(S(=O)(=O)N3CCCC3)ccc2Cl)cc1 | -2 | 7 | 19 | 1.1 | 11 | -1 | 0.8 | -7 | 1 | 87
Cc1ccccc1CN(C)CC(=O)Nc1c(C)cccc1C(C)C | -21 | -10 | 12 | 0.95 | 7 | -4 | 0.9 | 10 | 1 | 101
COc1ccc(C(=O)NCC(=O)N/N=C(C)\C=C\c2ccccc2)cc1OC | -11 | 2 | 3 | 1 | -10 | 13 | 1 | -2 | 0.9 | 97
CC(C)CC(NC(=O)CC12CC3CC(CC(C3)C1)C2)C(=O)NC1=NCCS1 (centres undefined) | -3 | 6 | 15 | 0.78 | 9 | -6 | 0.8 | -5 | 1.1 | 102
Cc1[nH]c2ccccc2c1NC(=O)CN1CCN(c2cccc(C(F)(F)F)c2)CC1 | -2 | 8 | 11 | 0.81 | -1 | -3 | 0.9 | -8 | 1 | 91
CSCC[C@@H](C(=O)NCc1cccs1)N1Cc2ccccc2C1=O | -5 | -4 | 20 | 1.5 | 0 | -5 | 0.8 | 4 | 1 | 105

Pulled one by one from the entries so far, two records:
SMILES | TLR4 MyD88 comp | APP 5UTR inh | Diaphorase inh | NF-kB expr up | G6PDH counter | FLuc inh counter | Diaphorase act | APP 5'UTR act | FLuc act counter | STAT1 activator
CCNC(=S)NNc1nc(N2CCCCC2)nc(N2CCOCC2)n1 | 5 | -1 | 10 | 1 | 1 | -3 | 0.9 | 1 | 1 | 97
CC(C)NC(=O)CSc1c2c(nc3ccccc13)CCCC2 | -8 | 20 | 2 | 0.95 | 1 | -3 | 1 | -20 | 1 | 91

Continuation.
SMILES | TLR4 MyD88 comp | APP 5UTR inh | Diaphorase inh | NF-kB expr up | G6PDH counter | FLuc inh counter | Diaphorase act | APP 5'UTR act | FLuc act counter | STAT1 activator
CC[n+]1c(P(=O)([O-])c2ccccc2)[nH]c2ccccc21 | 11 | 3 | 13 | 1.1 | -5 | -6 | 0.9 | -3 | 1.1 | 103
NNC(=O)C=C1CCN(c2ncc(C(F)(F)F)cc2Cl)CC1 | -1 | 6 | 17 | 1.3 | 18 | -5 | 0.8 | -6 | 1 | 100
NC(=O)C1(N2CCCCC2)CCN(S(=O)(=O)c2cc(Cl)ccc2Cl)CC1 | -14 | -1 | 15 | 1.1 | 4 | -9 | 0.9 | 1 | 1.1 | 101
O=C(COc1ncnc2ccccc12)NCCCN1CCCC1=O | -9 | 34 | 3 | 1 | 8 | -5 | 1 | -34 | 1 | 107
O=C(CN1C(=O)/C(=C\c2ccccc2Cl)Oc2ccccc21)NCc1cccnc1 | -1 | -8 | 8 | 1.6 | 7 | 1 | 0.9 | 8 | 1 | 95
COc1ccc(S(=O)(=O)n2cnc(C)c2)cc1 | -4 | 6 | 7 | 1.2 | 25 | -7 | 0.9 | -6 | 1.1 | 90
CCOC(=O)c1c(-c2ccccc2)csc1NC(=O)CCN1C(=O)c2ccccc2C1=O | 4 | -7 | 0 | 0.95 | -3 | 0 | 1 | 7 | 1 | 98
O=C(c1ccco1)N1N=C(c2ccc3nccnc3c2)CC1c1ccccc1 (centres undefined) | -11 | -2 | 15 | 0.68 | 8 | -2 | 0.8 | 2 | 1 | 103
COc1ccc(Nc2nc(-c3cccs3)nc3ccccc23)cc1 | 2 | 16 | 16 | 0.42 | 10 | -5 | 0.8 | -16 | 1.1 | 112
Cc1ccc(Nc2ncc3c(n2)CC(C)(C)CC3=O)cc1 | 1 | -158 | 12 | 5.2* | -4 | 46 | 0.9 | 158* | 0.5 | 179*
Cc1nn(Cc2ccccc2Cl)c(C)c1NC(=O)C1C2CCC(O2)C1C(=O)O (centres undefined) | 6 | -11 | 6 | 1.1 | 15 | -3 | 0.9 | 11 | 1 | 96
CCCNC(=O)COc1cccc(C(=O)NCc2ccccc2)c1 | -5 | 10 | 10 | 1.1 | 13 | -6 | 0.9 | -10 | 1.1 | 96
CC1(C)C(=O)Nc2ccccc2N1C(=O)COc1ncnc2c(Cl)cc(Cl)cc12 | -10 | -8 | 6 | 0.53 | -1 | -6 | 0.9 | 8 | 1.1 | 95
O=C(Nc1cccc([N+](=O)[O-])c1)c1[nH]ncc1Cl | 13 | -112 | -5 | 2.6 | -1 | -1 | 1.1 | 112 | 1 | 134*
CC(C)(C)c1ccc2c(c1)OC(C(=O)N/N=C\c1ccccn1)CO2 (centres undefined) | -9 | 3 | 6 | 1 | -1 | -3 | 0.9 | -3 | 1 | 104
N/C(=N\NC(=O)c1ccccc1)c1cc2ccccc2oc1=O | 0 | -22 | 3 | 1.2 | 1 | -7 | 1 | 22 | 1.1 | 94
Cc1ccc(NC(=O)Nc2cccn(Cc3c(F)cccc3Cl)c2=O)cc1 | 2 | -9 | 27 | 1.1 | 15 | 4 | 0.7 | 9 | 1 | 100
Cc1ccc(C(=O)n2ncn(C)c2=S)cc1 | 6 | -19 | 16 | 1.2 | -1 | -2 | 0.8 | 19 | 1 | 96
Cc1cc(C)n(C(=O)CNC(=O)c2ccc3c(c2)OCCO3)n1 | 6 | 4 | 23 | 1.4 | 1 | 7 | 0.8 | -4 | 0.9 | 105
CCN=C1SC(C(=O)Nc2ccc(OC)cc2)CC(=O)N1CC (centres undefined) | -26 | 4 | -23 | · | 10 | -1 | 1.2 | -4 | 1 | 109
CCOC(=O)COc1cc(Br)c(/C=N/Nc2ccccc2)cc1OC | 2 | 4 | 11 | 1.5 | 4 | -6 | 0.9 | -5 | 1.1 | 98
CCN1CCc2nc(NC(=O)C(c3ccccc3)c3ccccc3)sc2C1 | 14 | 9 | 10 | 0.88 | -1 | -7 | 0.9 | -9 | 1.1 | 95
CCOP(=O)(c1ccc(N(C)C)cc1)C(O)c1cc(OC)c(OC)c(OC)c1 (centres undefined) | -8 | 12 | 14 | 1.1 | 2 | 0 | 0.9 | -12 | 1 | 96
O=C(c1ccc2c(c1)OCO2)N1CCN=C1SCc1ccccc1 | -4 | 8 | 25 | 1.2 | 6 | -1 | 0.7 | -8 | 1 | 95
Cc1ccccc1Nc1nnc(SCc2nc3ccccc3c(=O)[nH]2)s1 | 5 | 0 | -9 | 1.5 | -1 | -4 | 1.1 | 0 | 1 | 93
O=C1CSC(c2nn(-c3ccccc3)cc2-c2cc3ccccc3oc2=O)N1Cc1ccco1 (centres undefined) | 3 | 0 | 32 | 0.82 | 7 | -8 | 0.7 | 0 | 1.1 | 94
Cc1cc(C)c(NC(=O)c2ccc(CNS(=O)(=O)c3cc(C(F)(F)F)ccc3Cl)cc2)c(C)c1 | -2 | -12 | 17 | 1.2 | -12 | -17 | 0.8 | 12 | 1.2 | 101
CC(=O)NC(NC(=S)Nc1ccc(N=Nc2ccccc2C)cc1C)C(Cl)(Cl)Cl (centres undefined) | -4 | -15 | -2 | 2.2 | 2 | -4 | 1 | 15 | 1 | 107
COc1cc(C)c(CN2CCCCC2CO)cc1C (centres undefined) | -15 | 2 | 14 | 1.1 | 1 | -2 | 0.9 | -2 | 1 | 99
CN(C)CCNc1oc(-c2cccc(Cl)c2)nc1C#N | -6 | 11 | -1 | 0.83 | 0 | -9 | 1 | -11 | 1.1 | 85
CCOC(=O)N1CCC(N2C(=O)c3ccccc3C2=O)CC1 | 6 | 21 | 13 | 1.5 | -12 | -11 | 0.9 | -21 | 1.1 | 108
O=C(CCSc1ccc(Cl)cc1)NC12CC3CC(CC(C3)C1)C2 | 1 | -12 | 13 | 1.4 | 6 | -5 | 0.9 | 12 | 1.1 | 102
CC(CC(=O)O)CC(=O)Nc1cc([N+](=O)[O-])ccc1O (centres undefined) | 5 | 8 | 5 | 1.1 | 2 | -6 | 0.9 | -8 | 1.1 | 99
COC(=O)c1ccc(CSc2nnc(-c3ccncc3)n2Cc2ccccc2)o1 | -2 | -2 | 11 | 1.2 | 19 | 0 | 0.9 | 2 | 1 | 99
N#Cc1c(NC(=O)CSc2nc3ccccc3c(=O)n2Cc2ccco2)sc2c1CCCC2 | · | · | 16 | · | 4 | -4 | 0.8 | · | 1 | ·
Cc1ccc(NC(=O)CC2S/C(=N/c3nccs3)N(C)C2=O)c(C)c1 (centres undefined) | 3 | 4 | 4 | 1.1 | 10 | 0 | 1 | -4 | 1 | 94

Structures from the list above that contain an aryl methoxy group (8):
SMILES | TLR4 MyD88 comp | APP 5UTR inh | Diaphorase inh | NF-kB expr up | G6PDH counter | FLuc inh counter | Diaphorase act | APP 5'UTR act | FLuc act counter | STAT1 activator
COc1ccc(OC(=O)c2cc(S(=O)(=O)N3CCCC3)ccc2Cl)cc1 | -2 | 7 | 19 | 1.1 | 11 | -1 | 0.8 | -7 | 1 | 87
COc1ccc(C(=O)NCC(=O)N/N=C(C)\C=C\c2ccccc2)cc1OC | -11 | 2 | 3 | 1 | -10 | 13 | 1 | -2 | 0.9 | 97
COc1ccc(S(=O)(=O)n2cnc(C)c2)cc1 | -4 | 6 | 7 | 1.2 | 25 | -7 | 0.9 | -6 | 1.1 | 90
COc1ccc(Nc2nc(-c3cccs3)nc3ccccc23)cc1 | 2 | 16 | 16 | 0.42 | 10 | -5 | 0.8 | -16 | 1.1 | 112
CCN=C1SC(C(=O)Nc2ccc(OC)cc2)CC(=O)N1CC (centres undefined) | -26 | 4 | -23 | · | 10 | -1 | 1.2 | -4 | 1 | 109
CCOC(=O)COc1cc(Br)c(/C=N/Nc2ccccc2)cc1OC | 2 | 4 | 11 | 1.5 | 4 | -6 | 0.9 | -5 | 1.1 | 98
CCOP(=O)(c1ccc(N(C)C)cc1)C(O)c1cc(OC)c(OC)c(OC)c1 (centres undefined) | -8 | 12 | 14 | 1.1 | 2 | 0 | 0.9 | -12 | 1 | 96
COc1cc(C)c(CN2CCCCC2CO)cc1C (centres undefined) | -15 | 2 | 14 | 1.1 | 1 | -2 | 0.9 | -2 | 1 | 99

Screening results from PubChem.
